MC4R antag cAMP: blocks human MC4R cAMP signaling; MC4R-expressing cells, MTII-stimulated cAMP, LANCE TR-FRET; inhibition, % at 6.5 µM; actives 0.48% (n = 360,000);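 active = inhibition above its plate's cutoff, the mean of tested wells on that plate plus 3 SD, cut at about 29% in these data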;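 note: 0% = Melanotan II alone and 100% = Melanotan II plus saturating MCL0020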
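Material: U2OS-MC4R stable cell line | Reagent: Melanotan II challenge after compound preincubation | Doses: One concentration, 6.5 µM nominal | Incubation: 30-min compound preincubation, 1-h Melanotan II challenge, 1-h detection, room temperature | Signal: TR-FRET cAMP assay | Replicates: One well per compound, no replicates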
Glyco luc inh: blocks N-linked glycosylation in D54 reporter cells; D54 ERlucT glycosylation luciferase reporter, 24 h; percent of 100 nM tunicamycin response; actives 0.23% (n = 360,000); AID 588692; reporter increase, % at 12.5 µM;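 active = mean luciferase reporter signal, scaled so untreated is 0 and the glycosylation-blocking control 100, at or above a set limit in every replicate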;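 note: luciferase carries N-glycosylation sites so blocking glycosylation raises the light; 0% = median of neutral control wells and 100% = median of 100 nM tunicamycin wells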
aDG glyco act: alpha-DG glycosylation activation; Pro5-aDG cells, alpha-DG glycosylation AlphaScreen (IIH6); 0% Pro5, 100% B10-LARGE cell signal; activation, % at 10 µM; actives 0.22% (n = 360,000); AID 624168;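 active = activation of at least 8% versus controls, or a plate z-score of at least 8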;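 note: Pro5 are CHO cells carrying HIG-tagged alpha-DG that lacks glycosylation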
NOD2 RIPK2 PPI: inhibitors of human NOD2-RIPK2 interaction; CHO BLA complementation NOD2-RIPK2, CCF4 ratio; inhibition, % at 4.98 µM; actives 0.38% (n = 360,000); AID 624267; in the data active = inhibition above about 21%;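 note: 0% = vehicle only and 100% = reference blocker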
TLR9-MyD88 inh: inhibitors of human TLR9-MyD88 binding | CHO BLA complementation TLR9-MyD88, CCF4 FRET ratio | actives 0.21% (n = 340,000) | inhibition, % at 4.98 µM;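 active = inhibition above the mean over all tested compounds plus 3 SD, cut at about 21% in these data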;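 note: 0% = DMSO only wells and 100% = clavulanate BLA inhibitor control wells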
Target sequence (Q99836 whole entry, looked up): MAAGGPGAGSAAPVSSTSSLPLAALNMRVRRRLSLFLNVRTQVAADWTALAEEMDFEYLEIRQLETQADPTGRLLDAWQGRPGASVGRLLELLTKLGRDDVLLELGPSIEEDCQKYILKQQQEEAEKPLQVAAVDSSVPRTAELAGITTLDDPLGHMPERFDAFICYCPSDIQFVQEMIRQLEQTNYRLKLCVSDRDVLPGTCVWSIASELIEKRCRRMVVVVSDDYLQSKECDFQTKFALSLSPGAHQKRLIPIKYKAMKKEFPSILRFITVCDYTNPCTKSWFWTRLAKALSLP
Target sequence (Q9NR96 whole entry, looked up): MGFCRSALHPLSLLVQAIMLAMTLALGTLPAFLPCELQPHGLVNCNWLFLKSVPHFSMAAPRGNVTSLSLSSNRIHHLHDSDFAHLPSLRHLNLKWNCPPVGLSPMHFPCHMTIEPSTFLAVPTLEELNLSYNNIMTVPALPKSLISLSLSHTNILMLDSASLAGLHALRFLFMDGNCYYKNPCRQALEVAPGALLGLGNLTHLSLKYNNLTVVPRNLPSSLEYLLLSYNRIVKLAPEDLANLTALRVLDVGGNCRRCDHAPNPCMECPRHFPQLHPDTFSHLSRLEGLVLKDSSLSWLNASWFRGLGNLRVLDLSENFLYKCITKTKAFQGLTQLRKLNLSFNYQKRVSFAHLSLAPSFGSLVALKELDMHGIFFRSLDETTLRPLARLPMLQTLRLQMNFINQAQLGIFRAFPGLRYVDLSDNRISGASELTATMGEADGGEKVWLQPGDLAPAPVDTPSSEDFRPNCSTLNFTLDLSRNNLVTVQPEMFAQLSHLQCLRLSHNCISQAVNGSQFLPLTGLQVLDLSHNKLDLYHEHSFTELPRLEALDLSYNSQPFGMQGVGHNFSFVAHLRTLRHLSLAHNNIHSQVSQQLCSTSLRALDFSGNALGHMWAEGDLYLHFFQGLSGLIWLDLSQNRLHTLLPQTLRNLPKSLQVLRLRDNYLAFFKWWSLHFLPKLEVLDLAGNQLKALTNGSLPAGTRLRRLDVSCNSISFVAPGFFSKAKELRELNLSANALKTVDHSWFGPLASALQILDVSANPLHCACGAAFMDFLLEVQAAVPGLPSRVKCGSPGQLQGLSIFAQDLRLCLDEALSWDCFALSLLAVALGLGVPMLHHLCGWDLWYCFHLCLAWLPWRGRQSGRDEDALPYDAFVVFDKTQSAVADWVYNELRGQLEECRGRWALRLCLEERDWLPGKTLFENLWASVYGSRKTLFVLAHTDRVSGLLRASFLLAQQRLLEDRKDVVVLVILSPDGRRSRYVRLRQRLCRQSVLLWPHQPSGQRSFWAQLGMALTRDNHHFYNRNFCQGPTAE
Granule exo inh: blocks lytic granule exocytosis; TALL-104 LAMP-1 surface exposure, flow cytometry; cells stimulated with thapsigargin and PMA; inhibition, % at 10 µM; actives 0.66% (n = 360,000);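 active = inhibition above about 55%, limit read from the data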
Vif imaging: HIV Vif inhibition; actives 0.35% (n = 340,000); HEK293T cells, Vif self-association by quenched fluorescence, imaging, 24 h; inhibition, % at 7.49 µM; in the data active = inhibition above about 50%, passing the limit was not always enough; note: some results filed as inactive read as strong as hits
ABCB6 inh MLPCN: blocks the human ABCB6 transporter; K562-ABCB6 porphyrin accumulation, flow cytometry, 1 h; stronger effect = lower value; AID 602162; actives 0.19% (n = 360,000); fluorescence ratio to DMSO, % at 10 µM;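 active = fluorescence ratio to DMSO below 75%, the collection mean minus 3 SD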;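 note: signal is porphyrin accumulated inside mitochondria; 100% equals median channel fluorescence of DMSO control wells; lower ratio means ABCB6 inhibition with less porphyrin fluorescence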
MC4R ag barr: activates human MC4R beta-arrestin recruitment; P32245; U2OS MC4R beta-arrestin complementation, luminescence; percent of melanotan II response, DMSO zero; activation, % at 8.9 µM; actives 0.98% (n = 360,000); AID 540308;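 active = activation above a per-plate cutoff, the mean activation of sample wells on that plate plus 3 SD, cut at about 8% in these data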
ABHD5-PLIN5 inh: blocks binding of human ABHD5 to perilipin-5; Split G. princeps luciferase complementation, luminescence, 4 h; inhibition, % at 4 µM; actives 0.78% (n = 360,000);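 active = inhibition above the mean inhibition across every tested compound plus 3 SD, cut at about 22% in these data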;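 note: 0% = DMSO only wells and the 100% control is not disclosed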
An asterisk follows results filed as active; x = no result given. A portion of the library. The share of hits here may be higher or lower than overall.

MC4R antag cAMP,Glyco luc inh,aDG glyco act,NOD2 RIPK2 PPI,TLR9-MyD88 inh,Granule exo inh,Vif imaging,ABCB6 inh MLPCN,MC4R ag barr,ABHD5-PLIN5 inh,Structure
-11,-2,-0.1,2,1,-5,-12,99,-1.1,-4,O=C1Nc2ccccc2O/C1=C\c1c(F)cccc1Cl
x,x,-0.2,-8,x,-5,x,x,x,-10,Cc1ccc(S(=O)(=O)N2[C@H](CC(=O)c3ccccc3)OC[C@@H]2C(C)C)cc1
1,1,-0.1,2,-12,-1,2,94,-3.3,-1,COc1cc(NS(=O)(=O)c2ccc(NC(=S)NC(=O)c3ccc(Br)cc3)cc2)ncn1
-7,1,0.1,7,2,-2,-6,101,1.9,5,Cc1cccc(Cl)c1OCCCCn1ccnc1
6,1,-0.3,-4,-4,0,13,103,1.4,-3,CC(C)(C)CN1C(N)=NC[C@@H]1c1ccccc1
9,0,0.0,1,7,1,3,100,0.0,3,COC(=O)c1cc(S(=O)(=O)N2CCN(c3ccc(C(C)=O)cc3)CC2)cn1C
5,-4,0.5,-6,-15,-3,3,94,-3.1,3,COc1ccc(S(=O)(=O)N2CCCCCC2)cc1N(C)S(=O)(=O)c1ccccc1
12,0,-0.1,-3,-2,-9,-15,97,-0.3,3,Cc1ccc(OCC(=O)NCCCNC(=O)c2ccc(C)nc2)cc1
-1,0,0.1,-11,3,-4,x,90,-3.0,-3,Cc1ccc(OCCNC(=O)/C=C/c2ccccc2)cc1
-7,2,0.2,-10,2,3,-1,93,-2.9,5,COC(=O)CCCC(=O)N1CCCC(C(=O)c2ccc(OC)cc2C)C1 (configuration not stated)
-21,2,-0.1,-4,4,-4,-8,98,0.4,2,CCOC(=O)/C(=C/C1=CC(=C/N(C)C)/C(=O)O1)C(C)=O
0,-5,0.7,-14,0,17,14,100,-3.1,-2,c1ccc(CSCc2cn3ccccc3n2)cc1
6,0,0.7,-6,-10,0,-2,102,0.4,0,COc1cccc(CN2CCN(Cc3ccon3)CC2CCO)c1 (configuration not stated)
17,-1,-0.4,3,-1,0,3,89,10*,1,O=C(/C(=N/N=C/c1ccc(O)c(O)c1)c1ccccc1)c1ccccc1
13,0,-0.1,-8,-1,1,6,106,3.2,3,Cc1ccc(C(=O)NNC(=O)c2nn(-c3ccc(F)cc3)ccc2=O)cc1
5,3,-0.1,5,12,-16,-2,95,-0.1,1,COC(=O)C(Cc1ccc(O)cc1)NC(=O)CCOc1ccc(OC)cc1 (configuration not stated)
1,-2,-0.1,-13,3,-4,7,98,0.1,2,COc1ccc(NC(=O)N(C)C[C@@H]2Oc3cc(C#CCN(C)C)ccc3S(=O)(=O)N([C@H](C)CO)C[C@H]2C)cc1
10,1,-0.3,-7,4,-1,6,98,-0.7,-4,Cc1cc(=O)oc2c(C)c(OC(C)C(=O)NCCCN3CCCC3=O)ccc12 (configuration not stated)
8,-1,0.0,1,-3,-2,-4,100,-1.8,0,COc1ccccc1NC(=O)CCS(=O)(=O)c1ccc2c(c1)NC(=O)C(C)S2 (configuration not stated)
30*,0,-0.2,-5,-5,-3,1,101,0.2,-1,CN(C)C(CNC(=O)CCCOc1ccccc1)c1ccco1 (configuration not stated)

The list goes on.
MC4R antag cAMP,Glyco luc inh,aDG glyco act,NOD2 RIPK2 PPI,TLR9-MyD88 inh,Granule exo inh,Vif imaging,ABCB6 inh MLPCN,MC4R ag barr,ABHD5-PLIN5 inh,Structure
6,2,-0.6,-7,10,3,-2,266,-0.2,-2,N#CC1=C(N)N(c2ccc(F)cc2)C2=C(C1c1ccc(O)cc1)S(=O)(=O)CC2 (configuration not stated)
0,3,-0.2,-14,-11,-3,-3,96,0.5,-8,C=CCNC(=O)c1onc(CSc2cc(C)cc(C)c2)c1C(=O)O
7,-1,0.2,-2,2,-4,3,95,-1.4,3,CCN(CC)C(=O)Cn1nc(-c2ccc(Cl)cc2)c2ccccc2c1=O
0,3,0.0,5,7,-5,-1,97,-0.6,4,O=C1CN(CC(=O)NC2CCCc3ccccc32)CCN1 (configuration not stated)
8,3,-0.3,2,-1,-3,3,113,-1.9,2,Cc1ccc(S(=O)(=O)/C(C#N)=C/c2c(N3CCN(C)CC3)nc3c(C)cccn3c2=O)cc1
3,6,0.2,-4,1,2,-7,91,-0.2,1,CCNC(=O)NC(=O)C(C)On1nnc2ccc(S(=O)(=O)N(CC)CC)cc21 (configuration not stated)
6,-3,0.5,1,-10,-2,0,98,-2.1,-1,COc1ccc(CCNC(=S)Nc2ccc(C)cc2C)cc1
-7,5,-0.1,-1,2,0,3,96,-1.9,22*,COc1ccc(N=C2NC(=O)/C(=C\C=C\c3ccco3)S2)cc1
2,1,2.6,-3,-11,0,-4,89,-1.4,-3,CCOc1ccccc1C(c1c(C)n(C)n(-c2ccccc2)c1=O)c1c(C)n(C)n(-c2ccccc2)c1=O
9,0,-0.2,-6,-13,-5,1,97,0.4,-1,O=C(OCC1COc2ccccc2O1)c1c(F)cccc1F (configuration not stated)
5,1,0.0,-3,-1,0,9,92,-1.6,5,Cc1nc(Nc2ccc(Br)cc2Br)c([N+](=O)[O-])c(=O)[nH]1
10,2,0.2,3,0,1,-4,97,2.4,9,CC(=O)N(C)C[C@@H]1Oc2ncc(Br)cc2C(=O)N([C@H](C)CO)C[C@@H]1C
23,2,-0.3,-7,-4,2,-3,103,-2.9,-13,CC1CCCN(C(=O)COC(=O)c2cc(Br)ccc2O)C1 (configuration not stated)
3,7,-0.1,2,-3,2,-13,96,8.5*,-3,CC(C)Oc1ccc2c(c1)OC(c1ccccc1)(C(F)(F)F)NC2=O (configuration not stated)
-2,-4,0.2,9,-3,5,-14,91,-3.6,-1,COc1ccc(C(CNC(=O)COc2ccc(Br)cc2F)N2CCCC2)cc1 (configuration not stated)
16,0,0.0,-6,-4,-3,6,104,0.5,6,C[C@@H]1CN([C@@H](C)CO)C(=O)CCCn2nncc2CO[C@H]1CN(C)Cc1ccc(Cl)c(Cl)c1
6,2,0.0,7,3,-8,-11,100,-1.0,0,Cc1ccc(OCC(=O)Nc2cc(NC(=O)COc3ccc(C)c(C)c3)cc(C(=O)O)c2)cc1C
3,-4,4.0,14,2,26,-6,99,6.3,9,CN1CCN(CCCNC(=O)c2ccc(/C=C3\Oc4ccccc4N(Cc4ccccc4F)C3=O)cc2)CC1
5,-1,-0.2,-6,3,-1,1,103,4.0,1,CSc1ccccc1NC(=O)CSCc1ccc(Br)cc1
-6,1,0.4,-5,3,1,0,89,1.8,7,Cc1cc(Cl)ccc1NC(=O)Cn1cncn1

3 compounds from above, ordered by the value under Vif imaging, ascending:
MC4R antag cAMP,Glyco luc inh,aDG glyco act,NOD2 RIPK2 PPI,TLR9-MyD88 inh,Granule exo inh,Vif imaging,ABCB6 inh MLPCN,MC4R ag barr,ABHD5-PLIN5 inh,Structure
8,-1,0.0,1,-3,-2,-4,100,-1.8,0,COc1ccccc1NC(=O)CCS(=O)(=O)c1ccc2c(c1)NC(=O)C(C)S2 (configuration not stated)
-6,1,0.4,-5,3,1,0,89,1.8,7,Cc1cc(Cl)ccc1NC(=O)Cn1cncn1
5,-4,0.5,-6,-15,-3,3,94,-3.1,3,COc1ccc(S(=O)(=O)N2CCCCCC2)cc1N(C)S(=O)(=O)c1ccccc1

(further entries)
MC4R antag cAMP,Glyco luc inh,aDG glyco act,NOD2 RIPK2 PPI,TLR9-MyD88 inh,Granule exo inh,Vif imaging,ABCB6 inh MLPCN,MC4R ag barr,ABHD5-PLIN5 inh,Structure
-5,3,-0.2,-9,-7,-2,-2,101,-2.9,-1,Cc1cc(=O)n2nc(N3CCC(C(=O)NCc4ccccc4F)CC3)sc2n1
14,2,-0.1,-3,-12,-1,x,106,3.0,-1,COC(=O)c1ccc2c(=O)n(CCN3CCOCC3)c(=S)[nH]c2c1
4,-5,-0.3,-10,1,0,1,91,-0.7,11,Cc1cn(-c2cc(NC(=O)c3ccc(C)c(NC(=O)c4cccc(-c5cn[nH]c(=O)c5)c4)c3)cc(C(F)(F)F)c2)cn1
-3,3,1.1,-4,-8,-4,x,99,2.0,3,CCCCN1C[C@H](c2ccccc2)[C@@H](CC(=O)NC)C1=O
8,1,-0.2,-5,-1,9,27,87,-3.6,1,CCCCn1c(SCC(=O)NCc2ccco2)nc2ccccc2c1=O
5,-2,0.0,-4,-3,2,-2,103,-0.5,-6,CC(C)(CO)CNC1CCCN(C2Cc3ccccc3C2)C1 (configuration not stated)
2,-2,-0.2,4,-2,2,-5,93,0.8,-2,CCCCn1c(=O)cc(O)c2ccccc21
-2,0,0.0,-7,-11,-1,x,101,-1.0,2,COc1ccccc1C(=O)C1CCCN(C(=O)c2cc(CC(C)C)nc(C)n2)C1 (configuration not stated)
8,1,0.4,3,-3,0,6,94,0.2,-1,Cc1cccc([C@H](NC(=O)OC(C)(C)C)C(=O)OC(C)(C)C)c1
8,-2,0.0,0,3,-10,7,95,-1.5,-3,O=c1c2ccccc2nnn1CSc1nnc(-c2ccc3c(c2)OCO3)o1
-5,0,0.4,-12,x,0,-9,94,1.9,9,N#Cc1cccc(NC(=O)c2cc(C3CCCCN3S(=O)(=O)c3ccccc3)on2)c1 (configuration not stated)
-6,-1,0.5,-1,-1,0,-8,84,-3.0,-3,CN1CCC(NC(=O)c2cccc(Oc3ccccc3)c2)CC1
22,-2,-0.1,1,-8,-1,-3,90,1.2,-1,COC(=O)C1=C(C)NC(=O)CC1c1cc(Br)ccc1F (configuration not stated)
8,-3,1.0,-9,-5,17,-11,103,-1.9,-1,COc1cc(C(=O)N/N=C/c2cn(Cc3cccc(F)c3)c3ccccc23)ccc1O
-3,0,-0.2,-14,-5,0,7,104,-0.3,-7,Cc1ccc(S(=O)(=O)N/N=C/c2ccc(C(=O)O)cc2)cc1
-5,0,-0.2,0,4,1,-2,96,-3.3,-3,CCOc1ccc(NC(=O)c2cccnc2C(=O)O)cc1
-9,2,0.1,-4,-13,-1,-1,102,0.4,21,O=C(N/N=C/C=C/c1ccco1)c1ccncc1
6,1,0.0,-1,-2,0,x,104,-0.1,-10,Cc1cccc(NC(=O)Nc2ccc(F)cc2)n1
9,-2,-0.1,-3,-10,-1,-3,102,2.6,-2,COc1ccc(C(=O)COc2ccc(F)cc2)c(O)c1C
0,0,-0.2,-2,x,-4,2,104,-1.6,-2,O=C(COc1ccc([N+](=O)[O-])cc1)NCc1ccncc1

Following part
MC4R antag cAMP,Glyco luc inh,aDG glyco act,NOD2 RIPK2 PPI,TLR9-MyD88 inh,Granule exo inh,Vif imaging,ABCB6 inh MLPCN,MC4R ag barr,ABHD5-PLIN5 inh,Structure
9,-1,-0.1,2,-1,10,3,100,-3.3,6,COc1ccc(CCNS(=O)(=O)c2ccc(-c3ccc(=O)[nH]n3)o2)cc1OC
11,2,0.0,-9,-2,1,4,94,-0.6,4,O=C(COC(=O)c1ccccc1O)NC(c1ccccc1)c1ccccc1
0,0,-0.3,5,x,0,0,90,-0.6,2,O=C(NCc1ccccc1Cl)c1ccc2nc([C@H]3C[C@H](O)[C@@H](CO)O3)[nH]c2c1
10,x,0.5,-17,2,-4,x,100,-1.9,-4,CCCOc1ccc(NC(=O)CC2C(=O)N(c3ccc(OCC)cc3)C(=S)N2C2CC2)cc1 (configuration not stated)
